# Assay outcomes as filed in PubChem.
# GC-B act = GC-B (human) receptor activation | P20594 | HEK293-GC-B cells, CNP EC30, cGMP TR-FRET; 0% at EC30 CNP, 100% saturating CNP | activation, % at 10 µM | 370,000 tested, 0.11% active | AID 1920062;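 active = activation at 10 µM reaching about 35% in either raw or pattern-adjusted values, limit read from the data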
# SMARCA2 activ = activators of SMARCA2 function; MG213 cells, MMTV-luciferase reporter, dexamethasone, overnight; activation, % at 9.1 µM; 370,000 tested, 1% active; AID 652017; in the data active = activation above about 7.8%;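 note: 0% = vehicle wells and 100% = reference activator wells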
# KLK7 zymogen act = activators of human kallikrein-7 zymogen | activation, % at 7 µM | purified proKLK7, EDANS-DABCYL substrate fluorescence; 100% is mature enzyme control, 0% vehicle | P49862 | 370,000 tested, 0.9% active;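 active = activation above the mean of all tested compounds plus 3 SD, computed per campaign excluding outliers beyond control limits, cut at about 13% in these data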
# Target sequence (P49862 whole entry, looked up): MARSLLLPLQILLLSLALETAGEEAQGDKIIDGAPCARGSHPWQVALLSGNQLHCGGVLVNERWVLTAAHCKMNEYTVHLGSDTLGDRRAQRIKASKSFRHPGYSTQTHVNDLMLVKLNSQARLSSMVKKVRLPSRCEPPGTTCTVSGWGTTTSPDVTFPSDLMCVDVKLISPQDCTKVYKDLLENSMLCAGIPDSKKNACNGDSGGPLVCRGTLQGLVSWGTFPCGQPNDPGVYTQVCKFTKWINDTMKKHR
# HGIII-sPLA2 inh = Blocks human group III sPLA2 activity; Q9NZ20; QFRET BODIPY PC-A2 liposome hydrolysis, fluorescence; inhibition, % at 12.2 µM; 370,000 tested, 0.56% active; AID 743126;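 active = inhibition above mean plus 3 SD of compounds lying within the high and low control bounds, cut at about 19% in these data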;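 note: 0% = median of test compound wells and 100% = no enzyme DMSO wells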
# Target sequence (Q9NZ20 whole entry, looked up): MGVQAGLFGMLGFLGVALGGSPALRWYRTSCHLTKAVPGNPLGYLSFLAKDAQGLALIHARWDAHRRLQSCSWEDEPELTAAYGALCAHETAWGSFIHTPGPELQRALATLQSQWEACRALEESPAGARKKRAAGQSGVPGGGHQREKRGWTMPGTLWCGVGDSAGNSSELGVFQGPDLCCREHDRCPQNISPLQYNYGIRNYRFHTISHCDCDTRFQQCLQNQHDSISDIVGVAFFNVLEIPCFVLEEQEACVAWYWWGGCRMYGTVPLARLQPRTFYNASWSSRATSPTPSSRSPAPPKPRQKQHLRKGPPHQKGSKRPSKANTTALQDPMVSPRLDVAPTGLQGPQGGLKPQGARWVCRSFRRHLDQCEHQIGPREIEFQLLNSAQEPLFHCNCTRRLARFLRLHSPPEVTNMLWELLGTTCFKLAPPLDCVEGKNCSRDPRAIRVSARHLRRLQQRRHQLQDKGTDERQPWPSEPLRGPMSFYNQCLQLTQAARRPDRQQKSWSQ
# DAX1 inh-1 = inhibits human nuclear receptor DAX1; P51843; HEK293 Gal4-DAX1 luciferase reporter, luminescence; inhibition, % at 6.75 µM; 340,000 tested, 0.99% active; AID 504766;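 active = inhibition above the mean over all tested compounds plus 3 SD, cut at about 4.2% in these data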;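 note: 0% = DAX1-transfected cells with DMSO and 100% = empty-vector control cells with DMSO; inhibition shows as a rise in luminescence from relieved DAX1 repression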
# Target sequence (P51843 207-470 limits assumed): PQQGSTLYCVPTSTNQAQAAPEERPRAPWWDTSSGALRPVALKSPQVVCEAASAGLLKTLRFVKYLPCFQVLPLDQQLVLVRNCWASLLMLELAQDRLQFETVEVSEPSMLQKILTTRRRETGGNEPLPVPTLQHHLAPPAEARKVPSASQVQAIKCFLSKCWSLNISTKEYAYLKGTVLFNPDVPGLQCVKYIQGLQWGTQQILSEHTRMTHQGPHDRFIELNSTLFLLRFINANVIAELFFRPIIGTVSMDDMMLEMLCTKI
# hcDAF12 agonist = H. contortus DAF-12 activation, primary screen | HEK293 hcDAF-12 lit1-tk-luc reporter, luminescence; 0% DMSO, 100% Δ7-dafachronic acid | activation, % at 6.8 µM | 370,000 tested, 1.4% active;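 active = activation above the mean of all tested compounds plus 3 SD, cut at about 5.5% in these data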;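 note: 100% = response to 3 µM Δ7-dafachronic acid high control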
# ssDAF12 agonist = S. stercoralis DAF-12 activation, primary screen; AID 652126; activation, % at 6.8 µM; 370,000 tested, 1% active; HEK293 ssDAF-12/GRIP1 lit1-tk-luc reporter, luminescence; % of 3 µM dafachronic acid response;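 active = activation above the mean over all tested compounds plus 3 SD, cut at about 0.9% in these data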;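 note: 0% = DMSO-only wells and 100% = 3 µM delta7-dafachronic acid wells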
# GC-A act = GC-A (human) enzyme activation; activation, % at 10 µM; AID 1671463; HEK293 GC-A cells, cGMP TR-FRET, EC30 ANP; 0% at EC30 ANP, 100% saturating ANP; 370,000 tested, 0.14% active; in the data active = activation above about 40%
# DAX1 inh-2 = inhibitors of DAX1 repression of SF-1 activated StAR promoter; AID 652010; inhibition, % at 6.8 µM; 370,000 tested, 1.1% active; HEK293T StAR-luciferase reporter, SF-1/DAX-1 repression relief;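 active = inhibition above the mean over all tested compounds plus 3 SD, cut at about 3.6% in these data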;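 note: 0% = DAX-1 cells with DMSO and 100% = cells lacking DAX-1 with DMSO; higher inhibition means more luminescence from relief of DAX-1 repression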
# hgDAF-12 ag = hgDAF-12 agonism, primary luciferase screen. activation, % at 6.8 µM. HEK293 GAL4-hgDAF12 UAS-luciferase reporter, agonist luminescence; normalized to butyrate control. AID 687014. 370,000 tested, 1.8% active;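 active = activation above a cutoff set at the mean of all screened compounds plus 3 SD, cut at about 10% in these data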;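 note: 0% = DMSO wells and 100% = sodium butyrate wells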
# FXN GAA850 act = increases GAA850 frataxin promoter reporter activity; activation, % at 6 µM; AID 540364; 360,000 tested, 0.56% active; HEK293 lucGAA850 FXN promoter luciferase reporter, 24 h; percent of 10 µM SAHA response;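 active = activation above the average of all compounds screened plus 3 SD, cutoff fixed separately per campaign, cut at about 7.5% in these data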;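 note: 0% = DMSO wells and 100% = 10 µM SAHA wells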
# Active calls of the source: *; nt = not tested or not shown. Compounds as they come, and some 6.7% of all compounds hit somewhere here.
canonical_smiles	GC-B act	SMARCA2 activ	KLK7 zymogen act	HGIII-sPLA2 inh	DAX1 inh-1	hcDAF12 agonist	ssDAF12 agonist	GC-A act	DAX1 inh-2	hgDAF-12 ag	FXN GAA850 act
Cn1ncc2cc(NC(=S)NC(=O)c3ccccc3)ccc21	-3	0	0.4	11	2.6	0.9	-0.2	-2	0.3	9.1	2.5
Clc1ccc(C2[C@H]3CN(Cc4cccnc4)[C@H](c4ccccc4)C34CC2(c2cccnc2)C4)cn1 (stereo not given in full)	-19	0	0.1	-3	1.0	-0.6	-1.5	-16	0.9	-1.8	-1.9
CC(C)Oc1ccc(N2CC(C(=O)Nc3ccccn3)CC2=O)cc1 (stereo not given)	-1	-1	-0.3	-1	-1.6	1.0	-0.4	3	0.5	3.1	1.8
Clc1ccc(-c2nnc3sc(-c4ccc(Br)o4)nn23)c(Cl)c1	-6	0	-0.5	1	1.4	-0.8	-0.9	10	0.4	3.0	0.8
C=CCNC(=O)c1ccc(OC)cc1	1	-2	0.5	5	-0.5	-0.6	-0.4	2	-0.5	-1.9	0.6
O=c1oc(-c2ccccc2Cl)nc2ccsc12	-3	-1	0.5	-4	-0.6	-0.7	-1.3	2	-0.1	2.5	2.9
CCOC(=O)CN1C(=O)C2Cc3ccccc3CN2C1=S (stereo not given)	0	0	0.7	-35	-0.1	-0.7	-1.6	-1	-0.2	0.1	0.5
CCCNC(=O)N1c2ccccc2Sc2ccccc21	-8	3	0.0	1	-0.2	0.2	-0.7	-13	-0.1	-1.3	1.4
CCOC(=O)CC(C#N)c1cn(C)c2ccccc12 (stereo not given)	4	-1	0.1	-6	0.7	5.2	-0.2	0	-0.1	1.2	4.3
CCCCNC(=O)CCCCn1c(=S)[nH]c2c([nH]c3ccc(OC)cc32)c1=O	-2	-2	0.4	12	-0.2	2.9	-1.2	2	-0.5	-4.0	0.3
CC(=O)N1CCN(S(=O)(=O)c2cccc(C(=O)Nc3nc4ccccc4[nH]3)c2)CC1	-2	-1	-0.5	2	0.3	-0.8	-1.1	-1	-0.4	-2.1	1.9
COc1ccc([C@H]2C[C@@H](n3cc(C4CC4)nn3)[C@H](O)CN2C(=O)C2CCCCC2)cc1	1	-6	-0.2	6	0.4	0.7	-0.7	-2	0.2	-0.1	-1.2
Nc1ccn([C@@H]2O[C@H](C(=O)NCc3ccc4c(c3)OCO4)[C@@H](O)[C@H]2O)c(=O)n1	0	7	-0.9	0	nt	1.6	-1.4	-3	2.4	-4.6	nt
COc1ccc(S[C@]2(C(=O)N3CCOCC3)CC(=O)N(C(=O)/C=C/c3ccccc3)[C@@H]2c2ccc(OC)cc2)cc1	0	-2	0.0	-6	nt	-3.2	-1.2	1	-3.0	2.1	nt
N#CCC(=O)Nc1ccc(C(=O)NNC(=S)NC2CCCCC2)cc1	0	-3	0.4	-7	nt	0.1	0.0	2	-0.9	-0.3	0.1
CCc1nc2c(sc3nc4c(cc32)COC(C)(C)C4)c(=O)n1Cc1ccco1	3	-2	-0.3	1	-0.4	-2.2	-1.1	5	-1.9	-0.5	-0.8
CCOC(=O)C1(Cc2ccccc2C)CCCN(C(=O)CCc2c(C)noc2C)C1 (stereo not given)	0	-2	0.2	4	-0.3	-3.4	-1.2	0	-0.3	-1.5	-0.8
COCCn1c(SCC(=O)c2[nH]c(C)c(C(C)=O)c2C)nc2ccccc2c1=O	6	-5	0.9	-35	0.4	-2.3	-1.3	-5	-0.1	-3.2	1.9
CCn1c(/C=C/c2ccc(O)c(O)c2)nc2ccccc2c1=O	-2	5	-2.3	-5	1.3	-1.4	-1.6	-2	-0.9	-2.5	7.1
CCN(CC)CCCN1CC(O)=C(c2nc3ccccc3s2)C1=N	-9	2	0.1	3	-0.2	0.3	-1.0	39	0.5	-1.6	0.9
Cc1ccc(C)c(N2CCN(C(=O)C34CC5CC(C3)CC(n3nnc(C)n3)(C5)C4)CC2)c1	13	-5	0.8	-10	-4.4	-4.5	-3.1	5	-1.2	-5.0	-4.6
O=C(Cc1ccccc1)N1CCN=C1SCc1ccc([N+](=O)[O-])cc1	-6	-3	-0.7	-5	0.0	-3.3	-1.8	-3	-0.7	-1.8	2.5
N#C/C(=C\C=C\c1ccccc1)c1nc(-c2ccc3c(c2)OCO3)cs1	2	9.8*	-0.1	-4	-0.5	-0.9	-1.4	7	0.2	-1.0	-0.4
COc1ccccc1N(C)S(=O)(=O)c1ccc(C(=O)NCc2ccc3c(c2)OCO3)cc1	-2	-5	0.1	-1	-1.3	-4.1	-1.9	-5	0.2	-3.4	-1.5
COc1ccc(CNc2ccc3c(c2)nc(C)n3C)cc1	-4	4	0.9	8	0.4	2.6	-0.6	0	1.9	6.3	-2.2
CCOC(=O)c1c(C)[nH]c(C)c1C(=O)COC(=O)c1ccc([N+](=O)[O-])s1	-5	-2	0.1	-7	-0.5	-1.9	-1.4	-1	-1.6	-0.6	-1.1
COc1ccc(OCC(=O)N/N=C(\CCC(=O)O)c2cccs2)cc1	2	-1	0.1	5	-1.1	-0.9	-1.3	1	1.0	0.6	-0.6
Cc1ccc(/C=C/C(=O)OCC(=O)N(C)c2c(N)n(Cc3ccccc3)c(=O)[nH]c2=O)o1	-2	-1	0.9	6	1.2	-1.2	-1.9	2	-0.2	-1.4	-0.5
Cc1ccc(N2C3=C(C(=O)CC(C)(C)C3)C(c3cn(C)nc3C)C3=C2CC(C)(C)CC3=O)cc1	-8	0	5.1	11	-0.2	-2.0	-1.5	-1	0.5	-0.4	0.8
CCCCCCCC(=O)N1c2ccccc2NC(=O)C1CC(=O)Nc1ccc(C(=O)O)cc1 (stereo not given)	2	-1	0.0	-4	-1.1	-1.0	-1.4	0	0.8	1.8	0.8
CN(CC(=O)Nc1ccc(F)cc1)C(=O)COC(=O)Cc1c(F)cccc1Cl	-2	2	0.0	4	0.1	-0.2	-1.0	0	1.6	-1.3	-1.0
C=C1CCC2C(C)(C(=O)O)CCCC2(C)C1CCC(CO)CCO (stereo not given)	3	1	-0.5	-1	nt	-1.2	-1.6	2	-1.0	0.5	-1.0
COc1ccccc1CNC(=O)/C=C/C(=O)O	3	-1	0.3	4	0.5	-0.3	-1.6	1	0.2	0.6	0.3
NC(=O)CCS(=O)(=O)CCN1CCN(S(=O)(=O)c2ccc3c(c2)CCC3)CC1	-7	-2	-0.3	1	1.4	-0.1	-1.1	3	0.6	-0.5	1.1
O=C(CN(Cc1cccs1)C(=O)CSc1nnc(COc2ccccc2)o1)NC1CCCC1	-3	-1	0.2	-2	0.7	-0.6	-1.0	0	-0.4	-0.9	-2.0
CCOc1ccc(N(C)c2ccc(/C=C3/SC(=S)NC3=O)cc2)cc1	-4	-2	-0.3	2	-1.1	-0.6	-0.9	-2	0.4	-2.9	1.4
COc1ccc(/C=N/NC(=O)C2C(=O)NCC2c2ccccc2)c(OC)c1 (stereo not given)	-19	-3	-0.7	-5	-0.7	-1.2	-1.8	-37	-0.4	0.1	0.3
O=C(Cn1cnc2ccccc21)c1ccc(Cl)cc1	-2	1	0.4	-57	1.2	-1.7	-0.9	-7	0.6	3.2	3.1
C/C(=N\NC(=O)c1cnccn1)c1ccc([N+](=O)[O-])cc1	0	9.6*	0.2	1	1.0	0.2	-1.0	-1	0.3	3.8	1.3
CC1(C)CC(NC(=O)c2ccccc2)CC(C)(C)N1	1	1	-0.3	-2	0.0	0.3	0.1	0	0.3	4.1	1.2
Cc1onc(-c2ccccc2Cl)c1C(=O)N1CCN(C/C=C/c2ccccc2)CC1	-4	-2	0.6	-14	0.5	-1.6	-1.8	1	-0.2	0.4	-0.7
COCCCNC(=O)CNC(=O)c1nn(-c2ccc(OC)cc2OC)c(=O)c2ccccc12	2	-2	-1.3	0	-0.2	2.4	-1.4	2	0.1	0.6	0.3
CCN(C[C@H]1N[C@@](CC)(C(=O)OC)[C@H]2C(=O)N(Cc3ccccc3)C(=O)[C@@H]12)C(=O)Nc1ccc(C(F)(F)F)cc1	-4	-3	-0.1	7	-0.1	0.9	-0.7	-5	0.2	1.8	8.4*
CCOC(=O)C1CCN(C(=S)Nc2cccc(C)c2)CC1	3	6	0.7	6	-0.9	-2.9	-0.9	-2	-0.2	-0.3	3.6
O=C(C[C@H]1C[C@H](C(=O)N2CCOCC2)[C@@]2(CCC3CCCC3)c3[nH]c4cc(-c5ccco5)ccc4c3CCN2C1=O)NCC12CC3CC(CC(C3)C1)C2	2	-3	5.7	-7	0.1	0.2	-0.9	-1	-0.2	-0.9	-1.9
CN1CCN(C(=O)CN(Cc2ccccc2)S(C)(=O)=O)CC1	7	-1	0.1	0	-1.5	-1.4	-1.5	3	0.2	-1.7	0.9
CCO[C@@H]1OC(C(=O)NCc2nc3ccccc3[nH]2)=C[C@H](c2coc3ccccc3c2=O)[C@H]1CCCO	0	-1	-0.2	-11	0.6	-0.9	-0.7	3	-0.2	-3.3	-0.5
COc1ccccc1C1/C(=C(/O)c2ccc(C)cc2)C(=O)C(=O)N1Cc1ccco1 (stereo not given)	0	-3	-1.4	9	2.6	1.1	-1.3	7	-0.1	2.8	0.8
Cc1nnc(SCc2ccccc2CSc2nnc(C)s2)s1	1	-1	0.4	-3	-1.3	-1.8	-1.2	3	-0.6	-1.8	0.0
COC(=O)[C@@]1(C)[C@H]2C(=O)N(Cc3ccccc3)C(=O)[C@H]2[C@H]2CN=C(SCC3CC3)N21	6	2	-0.4	-3	-0.1	0.4	-0.6	0	0.2	-1.6	16*
NC(=O)C1CCN(Cc2nc(-c3cccs3)no2)CC1	-4	-3	-0.2	0	1.0	1.2	-0.6	0	0.3	-0.6	0.7
Cc1cccc(NS(=O)(=O)c2cc(C(=O)N3CCc4ccccc4C3)ccc2Cl)c1C	3	-2	-0.2	-22	-1.5	0.1	-1.8	-12	-0.2	-2.0	6.4
COc1ccc(CN2C(=O)C(C)N(C(=O)c3c(F)cccc3F)c3ccccc32)cc1 (stereo not given)	-7	-3	0.7	-5	-0.9	-1.3	-1.3	-12	-0.6	-3.0	-0.7
COc1ccc2c(c1)c1ncn(CCN3CCCC3)c(=O)c1n2C	-3	7	24*	5	3.2	-0.4	-1.3	0	0.3	1.1	-2.1
COc1ccccc1NC(=O)C(C/C=C(\C)Cl)C(C)=O (stereo not given)	0	-2	0.1	-1	-0.3	0.5	-0.6	3	0.7	-1.3	1.3

# In another format: results already given
COc1ccc2c(c1)c1ncn(CCN3CCCC3)c(=O)c1n2C
  GC-B act: -3
  SMARCA2 activ: 7
  KLK7 zymogen act: 24*
  HGIII-sPLA2 inh: 5
  DAX1 inh-1: 3.2
  hcDAF12 agonist: -0.4
  ssDAF12 agonist: -1.3
  GC-A act: 0
  DAX1 inh-2: 0.3
  hgDAF-12 ag: 1.1
  FXN GAA850 act: -2.1

COc1ccccc1NC(=O)C(C/C=C(\C)Cl)C(C)=O (stereo not given)
  GC-B act: 0
  SMARCA2 activ: -2
  KLK7 zymogen act: 0.1
  HGIII-sPLA2 inh: -1
  DAX1 inh-1: -0.3
  hcDAF12 agonist: 0.5
  ssDAF12 agonist: -0.6
  GC-A act: 3
  DAX1 inh-2: 0.7
  hgDAF-12 ag: -1.3
  FXN GAA850 act: 1.3
